ABHD4 inh – inhibits mouse alpha/beta hydrolase domain 4 | Q8VD66 | purified mABHD4, FP-Rh probe fluorescence polarization | inhibition, % at 8.92 µM | 370,000 tested, 0.54% active | AID 720543;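 active = inhibition exceeding the mean over every tested compound plus 3 SD, cut at about 30% in these data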;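 note: 0% = plate median of compound wells and 100% = S159A mutant with DMSO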
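Assay system: Wild-type mouse ABHD4 protein | Medium: HEPES pH 7.0 buffer, 150 mM NaCl, 0.01% Pluronic F-127 | Incubation: Enzyme–compound pre-incubation 45 min, then probe 60 min, both 25 °C | Technique: Fluorescence polarization with parallel and perpendicular emission, 525/598 nm | Evaluation: % inhibition of FP-Rh probe binding versus controls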
PG9 binder – binds the HIV-1 gp120 antibody PG9; TR-FRET gp120-PG9 antibody binding; inhibition, % at 6.7 µM; AID 624416; 360,000 tested, 0.43% active; in the data active = inhibition above about 8.5%
UHRF1 binding – blocks human UHRF1 binding to methylated DNA | Q96T88 | inhibition, % at 4.4 µM | 370,000 tested, 0.75% active | AID 687016 | UHRF1 binding to methylated oligo, TR-FRET; in the data active = inhibition above about 21%;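 note: UHRF1 SRA domain binding a hemimethylated CpG hairpin DNA probe; 0% = median of test compound wells and 100% = reference inhibitor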
MBD2 inh – MBD2-methylated oligo binding inhibition | 370,000 tested, 0.31% active | AID 686964 | inhibition, % at 4.4 µM | TR-FRET, MBD2 binding to methylated oligonucleotide; in the data active = inhibition above about 13%
Target sequence (Q9UBB5 whole entry, looked up): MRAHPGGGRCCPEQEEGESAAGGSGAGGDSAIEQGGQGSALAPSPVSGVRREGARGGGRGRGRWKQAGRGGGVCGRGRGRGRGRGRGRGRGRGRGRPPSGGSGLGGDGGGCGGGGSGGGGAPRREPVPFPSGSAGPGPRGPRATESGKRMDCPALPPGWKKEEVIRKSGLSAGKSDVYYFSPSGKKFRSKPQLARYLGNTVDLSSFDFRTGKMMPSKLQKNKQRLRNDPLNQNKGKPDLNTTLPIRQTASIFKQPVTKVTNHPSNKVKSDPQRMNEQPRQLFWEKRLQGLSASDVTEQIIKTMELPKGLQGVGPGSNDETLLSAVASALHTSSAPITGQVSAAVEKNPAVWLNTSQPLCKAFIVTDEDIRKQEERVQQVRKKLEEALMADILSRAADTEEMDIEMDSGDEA
HTRA1 inh – blocks human HTRA1 serine peptidase. Q92743. AID 504803. inhibition, % at 5.96 µM. 340,000 tested, 0.5% active. recombinant HTRA1, FP-rhodamine activity-based probe, fluorescence polarization; in the data active = inhibition above about 36%;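 note: 0% = enzyme with DMSO and 100% = wells lacking enzyme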
LEDGF integ inh – blocks HIV-1 LEDGF/p75-dependent DNA integration. TR-FRET IN-LEDGF/p75 DNA integration, Eu/Cy5. inhibition, % at 3.7 µM. 370,000 tested, 0.64% active. AID 743269;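 active = inhibition above the screen-wide mean plus 3 SD, cut at about 13% in these data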;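 note: signal is the Cy5 over europium emission ratio at 671 and 618 nm; 0% = plate median of compound wells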
rCAG binder – binds r(CAG) RNA repeats | r(CAG) RNA repeat, TO-PRO-1 dye displacement fluorescence | inhibition, % at 3 µM | 370,000 tested, 1.3% active | AID 651821;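 active = inhibition above the plate cutoff, the mean of all test compounds on that plate plus 3 SD, cut at about 35% in these data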;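 note: 0% = DMSO alone and 100% = 100 µM mitoxantrone as full dye displacement; higher means more dye released from RNA so lower well fluorescence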
Rev-erbA mod – Rev-erb alpha (human) modulation; AID 1259318; Rev-erbα–FITC-DNA binding, fluorescence polarization, 90 min; 370,000 tested, 0.79% active; activity, % at 10 µM; P20393;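 active = activity above about 14%, limit read from the data; passing the limit was not always enough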;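 note: 0% = DMSO wells with 35 nM protein and 100% = DMSO wells with 750 nM protein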
Target sequence (P20393 whole entry, looked up): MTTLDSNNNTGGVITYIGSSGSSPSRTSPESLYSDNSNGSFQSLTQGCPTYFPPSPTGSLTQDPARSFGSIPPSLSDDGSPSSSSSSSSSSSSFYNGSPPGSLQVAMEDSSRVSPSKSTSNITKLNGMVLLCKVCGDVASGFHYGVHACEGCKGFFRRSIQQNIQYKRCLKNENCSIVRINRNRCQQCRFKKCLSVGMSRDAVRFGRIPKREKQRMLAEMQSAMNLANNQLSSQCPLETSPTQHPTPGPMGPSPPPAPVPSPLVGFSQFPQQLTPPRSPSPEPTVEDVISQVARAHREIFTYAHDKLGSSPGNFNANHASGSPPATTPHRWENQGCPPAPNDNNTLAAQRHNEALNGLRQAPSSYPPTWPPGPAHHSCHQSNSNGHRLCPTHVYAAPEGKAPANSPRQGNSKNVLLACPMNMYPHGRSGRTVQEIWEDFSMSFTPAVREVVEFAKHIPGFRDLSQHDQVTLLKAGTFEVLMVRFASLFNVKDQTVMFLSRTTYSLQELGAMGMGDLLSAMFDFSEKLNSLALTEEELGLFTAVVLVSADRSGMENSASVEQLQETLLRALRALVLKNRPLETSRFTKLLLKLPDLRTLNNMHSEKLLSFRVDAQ
PRMT1 FP inh – inhibitors of human PRMT1. Q99873. recombinant PRMT1, activity-based probe fluorescence polarization. inhibition, % at 2.79 µM. 370,000 tested, 1.3% active. AID 652257;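 active = inhibition above about 21% made by adding two undisclosed values, limit read from the data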
TCR CD3 inh – inhibitors of human TCR-CD3 interaction | AID 651800 | TAMRA-labeled TCR probe fluorescence, biochemical | inhibition, % at 9.4 µM | 360,000 tested, 0.37% active; in the data active = inhibition above about 19%;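 note: recombinant mutant TCR 2C K166C tagged with TAMRA read by polarization; 0% = receptor in buffer alone and 100% = receptor with positive control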
Starred values were filed as active, the others as inactive; nt = not tested or not shown.

molecule	ABHD4 inh	PG9 binder	UHRF1 binding	MBD2 inh	HTRA1 inh	LEDGF integ inh	rCAG binder	Rev-erbA mod	PRMT1 FP inh	TCR CD3 inh
O=C(C[C@H]1C/C=C\CC[C@H](Cc2ccc(F)cc2)C(=O)O[C@H](c2ccccc2)CNC1=O)N[C@H](CO)Cc1ccccc1	-3	-1.1	-1	4	-7	-4	7	1	-1	2
CCOc1ccc(NC(=O)C(=O)NCCN2CCN(S(=O)(=O)c3ccc(C)cc3)CC2)cc1	-10	-0.9	1	-9	2	0	0	-4	-5	-1
Cc1c(C(=O)N2CCc3ccccc32)oc2c1C(=O)CC(C)(C)C2	2	0.0	-1	-4	-10	-1	-4	12	-2	6
COC(=O)[C@@]1(Cc2ccc(F)cc2)[C@H]2c3cc(C(=O)N(C)C)n(Cc4ccc(C)o4)c3C[C@H]2CN1C(=O)c1ccccc1	0	0.5	-1	-2	nt	2	7	-5	22*	13
CC(C)(C)c1nc2c(C#N)c(-c3ccc(Cl)cc3)ccn2n1	-11	-0.3	0	-3	-19	0	-3	1	-2	5
CC1CCN(CC(=O)N2CCc3ccccc32)CC1	-2	-1.4	-1	-6	2	4	0	-1	-4	2
Cc1ccc(C)c(S(=O)(=O)N2CCCC2CNC(=O)C(=O)NCc2ccccc2C)c1 (configuration not stated)	-1	1.6	9	3	-17	-5	-4	-4	1	-3
COCCNc1cc(C)nc2c(-c3ccccc3OC)c(C)nn12	-3	-1.1	0	4	0	-6	1	-4	5	-7
CCCC/C(O)=C1\C(=O)CC(C)(C)CC1=Nc1ccccc1OC	1	0.3	-5	1	-7	5	-2	0	-1	2
CCOC(=O)Cc1cc(=O)[nH]c(=O)[nH]1	-11	-1.2	-2	-7	3	6	0	0	1	-4
Cc1[nH]n(-c2ccc([N+](=O)[O-])cc2)c(=O)c1C=NCCc1c[nH]c2ccccc12	3	-1.2	2	0	1	-4	1	-1	1	-3
COc1ccc(-c2cc3c(=O)n(CC(=O)NCCCc4ccccc4)ncn3n2)cc1	3	-0.6	0	1	-3	-3	0	9	-1	5
COc1ccc(CCNC(=O)CN(c2cccc([N+](=O)[O-])c2)S(C)(=O)=O)cc1OC	4	-0.8	-2	-7	2	-1	-1	-9	1	-2
CCOC(=O)N1CCN(C(=O)CCSc2ccc(C)cc2)CC1	-5	-0.6	0	0	1	-1	-5	-3	0	-4
Cc1ccc(Nc2nc3c(c(=O)[nH]c(=O)n3C)n2Cc2ccc(F)cc2)cc1	4	0.3	3	-1	7	-1	5	-1	-1	-3
O=C(CNc1ccccc1)NNC1=NCCC1	7	-0.7	-4	1	-3	2	2	8	-2	3
CC(C)C1O/C(=N/C(=O)Nc2ccc(Cl)c(Cl)c2)NC1=O (configuration not stated)	-59	-0.5	4	-6	-20	1	10	6	-1	35*
CC(C)(C)c1ccc(O)c(N=Cc2cc(Br)ccc2O)c1	18	-3.0	-3	-2	41*	-1	-1	-2	21*	9
COc1ccc(Nc2cc(C)nc3ccc(OC)cc23)cc1	3	0.0	6	3	-3	-2	9	1	-1	4
Cc1ccc(OCC(O)CN2C(=O)NC(C)(C)C2=O)cc1 (configuration not stated)	2	-1.6	0	-4	0	3	-1	-1	1	8
Cc1ccc(Cn2ccc(NC(=O)c3cc(-c4ccc(Cl)cc4)on3)n2)cc1	7	-0.5	-1	-4	0	-1	5	2	0	1
CCn1c(=O)cc(SCC(=O)N2CCN(C(=O)c3ccco3)CC2)c2ccccc21	3	-1.4	6	-5	-1	2	-1	-1	-2	0
CC1CCCC2(C1)NC(=S)N(c1ccccc1)N2 (configuration not stated)	7	-0.9	1	1	8	-2	-1	0	1	-2
O=C(CSc1nc(-c2ccco2)cc(C(F)(F)F)n1)Nc1ccccc1C(F)(F)F	5	1.9	0	4	-2	0	-2	5	0	1
CC(=O)N1CCN(c2ccc(NC(=O)c3ccc(OCc4ccccc4)cc3)cc2)CC1	-6	-1.4	1	4	10	0	3	0	1	4
Cc1c(NC(=O)/C=C/c2cccs2)c(=O)n(-c2ccccc2)n1C	2	0.1	-2	-7	6	-1	0	-4	-1	-4
CN1CCN(Cc2c(C(=O)N3CCc4ccccc4C3)nc3ccc(Cl)cn23)CC1	3	0.1	-1	-5	-5	3	-5	0	-3	7
COc1ccc(N=C(C)C2=C(O)COC2=O)cc1	4	-1.9	1	2	4	-4	-2	-3	2	-2
O=C(CNC(=O)c1ccco1)Nc1ccc(OC(F)F)cc1	5	0.1	0	3	0	3	-2	-5	12	6
O=C(COC(=O)c1cn(-c2ccccc2)nc1-c1ccccc1)c1cccc([N+](=O)[O-])c1	0	-0.1	-2	4	-21	3	4	5	-2	-5
Cc1cc2cc(CCNC(=O)C(=O)c3c[nH]c4ccccc34)c(=O)[nH]c2cc1C	-22	2.3	-4	5	-47	4	3	14	-3	4
COc1ccc(C(=O)NC2CCCc3ccccc32)c(OC)c1OC (configuration not stated)	4	-1.5	0	4	-8	2	-2	5	-2	-3
Cc1c(/C=N/NC(=O)C(C)(C)Oc2ccc(Cl)cc2)cnn1C	-5	-2.8	-1	-7	0	4	-2	0	-2	1
O=C1NCCCCC1NS(=O)(=O)c1cccc2ccccc12 (configuration not stated)	-4	-0.1	1	-5	2	0	23	-9	2	-1
O=C(COC(=O)CSc1ccc(Cl)cc1)NCCc1ccccc1	6	1.1	2	-1	3	3	-7	-2	-3	-1
CCOC(=O)c1[nH]c2ccc(OCC)cc2c1NC(=O)CN1CCC2(CC1)OCCO2	-4	0.5	-3	0	1	-1	-7	2	-1	2
Cc1ccc(C)c(S(=O)(=O)N2CCN(C(=O)CCNC(=O)c3ccc(Br)cc3)CC2)c1	0	0.7	-1	0	-13	0	-4	5	-3	7
CC1(C(=O)NS(=O)(=O)Cc2ccccc2)CCN1C(=O)CCc1ccccc1 (configuration not stated)	-1	-0.3	0	-1	nt	0	8	9	-1	-4
COc1ccc(OCC(=O)N/N=C/C=C/c2ccccc2)cc1	-3	-1.4	1	1	-5	-3	1	0	0	0
CCN(CC)S(=O)(=O)c1ccc2c(c1)nc(SCC(=O)NCC1CCCO1)n2CC (configuration not stated)	2	-0.4	0	0	0	-5	-8	1	-2	-7
O=C(NC1CCSc2ccccc21)c1ccc([N+](=O)[O-])cc1 (configuration not stated)	-7	0.8	4	5	3	-6	-2	3	1	-3
O=C(CSc1cccc[n+]1[O-])Nc1cc(S(=O)(=O)N2CCOCC2)ccc1N1CCOCC1	-6	-1.7	0	-2	2	0	3	5	0	4
CC(=O)OC1COC(N2CCc3cc(Br)c([N+](=O)[O-])cc32)C(OC(C)=O)C1OC(C)=O (configuration not stated)	1	0.5	1	-1	4	-2	-2	4	3	4
CCCNC(=O)NC(=O)CN1CCCC1c1ccc2c(c1)OCCO2 (configuration not stated)	6	1.3	4	1	4	-3	-7	-1	0	-5
C=CCOc1c2ccc(C(=O)NCc3ccc(C)cc3)cc2nn1C	3	0.0	-4	-1	-4	0	-3	-6	2	4
O=C(CN1CCCCC1)c1c[nH]c2ccccc12	3	1.0	1	6	-1	-3	-4	1	2	-13
COc1c(/C=C2\SC(=Nc3ccccc3Cl)NC2=O)cccc1[N+](=O)[O-]	-21	-1.6	1	2	-60	-1	37*	0	-2	-8
CCOc1ccc(/C=C/C2=CC(C)(C)NC(=S)N2)cc1	5	-1.0	-1	-1	-9	-1	2	2	15	0
COc1cccc(NC(=S)NC2CC3CCCC(C2)N3CC(C)C)c1 (configuration not stated)	-1	-0.3	1	-3	8	-9	-1	2	5	-2
COCC(=O)N1CCC(n2nnc3cc(C(F)(F)F)ccc32)CC1	2	-2.3	-4	-2	5	2	-3	1	-3	1
CC(C)C(=O)N1CCN(c2nc(-c3ccccc3)c3c(c2C#N)CC(C)(C)OC3)CC1	0	-0.6	-1	-3	-7	3	-6	2	-2	5
O=C(NCCCc1ccccc1)C(=O)NCC1OCCN1S(=O)(=O)c1ccccc1 (configuration not stated)	2	-0.5	-1	-4	5	2	-2	-3	0	9
COc1ccccc1-c1cnc2c(c1)C(=O)N([C@@H](C)CO)C[C@@H](C)[C@H](CN(C)C(=O)c1cccnc1)O2	6	-2.0	-3	-2	1	1	2	-3	2	0
COC(=O)c1ccccc1NC(=O)CCS(=O)(=O)c1ccc(Br)cc1	6	0.3	2	3	-3	-3	-4	6	1	-2
CN(C)C(=O)CN1CCN(Cc2cn(C)nc2-c2ccc3c(c2)OCCO3)CC1	2	1.0	0	-1	-1	4	-4	-3	-3	6
O=C(CSCc1ccc([N+](=O)[O-])cc1)NC1CCCCCC1	3	-3.0	-1	1	4	-3	-1	3	1	1
CC(=O)N1CCC(=NNc2nc3ccccc3[nH]2)CC1	30*	-4.4	1	-1	nt	3	4	4	2	-3
CCN(CC)c1ccc(Nc2nc(-c3cccnc3)cs2)cc1	30*	-9.4	-5	-2	35	-3	2	3	6	0
COC(=O)Cc1c(C)c2ccc(OCC(=O)c3ccc(OC)c(OC)c3)cc2oc1=O	-3	-0.5	10	-2	nt	-2	-1	-2	-1	4
Cc1noc(C)c1NC(=O)Nc1cccc2c1O[C@H](CN(C)S(=O)(=O)c1c(C)noc1C)[C@@H](C)CN([C@H](C)CO)C2=O	7	-1.2	1	2	0	1	-4	-1	0	-1

Later entries:
molecule	ABHD4 inh	PG9 binder	UHRF1 binding	MBD2 inh	HTRA1 inh	LEDGF integ inh	rCAG binder	Rev-erbA mod	PRMT1 FP inh	TCR CD3 inh
CCC1CCC(C(=O)NC(C(=O)Nc2ccc3c(c2)OCCO3)C(C)C)CC1 (configuration not stated)	2	-2.6	0	2	1	3	-4	1	-4	6
Cc1ccc(S(=O)(=O)N2CCC(C(=O)NNC(=O)c3cccnc3)CC2)cc1	5	-0.3	0	-1	4	5	-1	-6	1	4
CC1=C(C(=O)Nc2ccccn2)C(c2ccc(Cl)cc2)NC(=S)N1 (configuration not stated)	-3	-1.8	-1	3	-1	0	-2	4	3	4
C=CCn1c(SCC(=O)/C(C#N)=C(\C)N)nc2sc(C)c(C)c2c1=O	5	-0.5	0	2	-9	0	-1	6	-1	-2
CCOc1cccc2c1OC1(C)CC2NC(=O)N1c1cccc(C(=O)N2CCN(c3ccccn3)CC2)c1 (configuration not stated)	-6	0.3	0	2	4	1	-4	-7	2	-6
COC(=O)C1=CO[C@@H](O[C@@H]2O[C@H](CO)[C@@H](O)[C@H](O)[C@H]2O)C2C(CO)=CCC12 (some centres not stated)	6	-0.4	-1	-4	2	-2	1	1	-1	6

A draw from above in order of heavy-atom count, ascending.
molecule	ABHD4 inh	PG9 binder	UHRF1 binding	MBD2 inh	HTRA1 inh	LEDGF integ inh	rCAG binder	Rev-erbA mod	PRMT1 FP inh	TCR CD3 inh
CC1=C(C(=O)Nc2ccccn2)C(c2ccc(Cl)cc2)NC(=S)N1 (configuration not stated)	-3	-1.8	-1	3	-1	0	-2	4	3	4
C=CCn1c(SCC(=O)/C(C#N)=C(\C)N)nc2sc(C)c(C)c2c1=O	5	-0.5	0	2	-9	0	-1	6	-1	-2
COC(=O)C1=CO[C@@H](O[C@@H]2O[C@H](CO)[C@@H](O)[C@H](O)[C@H]2O)C2C(CO)=CCC12 (some centres not stated)	6	-0.4	-1	-4	2	-2	1	1	-1	6

An excerpt, so the mix of outcomes need not match the whole.
